# CaV13 FRET inh: Disruptors of the CACNA1D IQ motif to Ca2+-dependent inactivation inhibitor domain association, primary screening, Förster resonance energy transfer in intact living … | 340,000 compounds, 0.098% hits | HEK cells, CFP/YFP FRET ICDI-IQ, plate reader, 10 min; percent FRET-ratio fall versus neutral wells | inhibition, % at 12.3 µM;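 active = mean replicate inhibition of at least 30% and at least 1% of replicates passing that level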;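 note: 0% = median of the neutral control wells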
# Peg3 promoter: inhibitors of Peg3 promoter; HeLa PEG-Prom luciferase reporter, luminescence, overnight; inhibition, % at 20 µM; 360,000 compounds, 1.7% hits;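 active = inhibition of at least 50% at 20 µM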
# NR2E3 ag-1: activates human NR2E3 receptor; Q9Y5X4; CHO-S Gal4-NCOR/VP16-NR2E3 two-hybrid, luciferase; inhibition of corepressor binding, % at 3.98 µM; 360,000 compounds, 0.35% hits; AID 602229;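 active = inhibition above the mean of all tested compounds plus 3 SD, cut at about 70% in these data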;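 note: 0% = DMSO with NR2E3 transfected cells and 100% = cells lacking NR2E3 construct; higher means lower luciferase signal from less NR2E3 corepressor binding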
# NR2E3 ag-2: NR2E3 (human) agonism; GST-NR2E3/biotin-RetCOR TR-FRET, 1536-well; 320,000 compounds, 0.12% hits; AID 2300; inhibition of corepressor binding, % at 4.78 µM; Q9Y5X4;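 active = percent inhibition above the cutoff of mean plus 3 SD of all tested compounds, set per screening campaign, cut at about 20% in these data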;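 note: 0% = DMSO wells and 100% = biotin wells as full block of FRET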
#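 Material – GST-tagged NR2E3 plus biotinylated RetCOR corepressor · Quantity – NR2E3 fusion 1.35 nM · Times – 5 h incubation at 4 °C · Medium – pH 7.5 Tris-based buffer · Technique – TR-FRET, Eu(K)-anti-GST donor, streptavidin-D2 acceptor, ex 340, em 617/671 nm · Benchmarks – high control biotin, low control 0.6% DMSO · Format – 1536-well plates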
# hiPSC survival: hiPSC single-cell survival enhancement | 360,000 compounds, 0.044% hits | AID 602274 | survival enhancement, % at 20 µM | ATPlite luminescence; 100% = ROCK inhibitor wells, 0% = DMSO; in the data active = survival enhancement above about 18%;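 note: cells exposed to compounds for 16 hours before the ATP read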
# Shn3 3UTR inh: inhibitors of Schnurri-3 3'UTR reporter in osteoblasts | Clone20 osteoblast Shn3 3'UTR firefly luciferase, 24 h | 360,000 compounds, 0.52% hits | inhibition, % at 12.5 µM;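 active = mean inhibition of at least 75% with every replicate also reaching 75%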;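 note: 0% = median of neutral control wells and 100% = pilot-screen positive control compound; some compounds past the cut are filed as inactive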
# PDI inh: inhibitors of human protein disulfide isomerase; P07237; PDI insulin aggregation turbidity, A650, 90 min; inhibition, % at 10 µM; 350,000 compounds, 0.052% hits; AID 588391;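 active = mean inhibition across replicates of 30% or more, whatever share of single replicates reach that level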;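 note: absorbance from insulin aggregation driven by PDI reduction with DTT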
# Target sequence (P07237 whole entry, looked up): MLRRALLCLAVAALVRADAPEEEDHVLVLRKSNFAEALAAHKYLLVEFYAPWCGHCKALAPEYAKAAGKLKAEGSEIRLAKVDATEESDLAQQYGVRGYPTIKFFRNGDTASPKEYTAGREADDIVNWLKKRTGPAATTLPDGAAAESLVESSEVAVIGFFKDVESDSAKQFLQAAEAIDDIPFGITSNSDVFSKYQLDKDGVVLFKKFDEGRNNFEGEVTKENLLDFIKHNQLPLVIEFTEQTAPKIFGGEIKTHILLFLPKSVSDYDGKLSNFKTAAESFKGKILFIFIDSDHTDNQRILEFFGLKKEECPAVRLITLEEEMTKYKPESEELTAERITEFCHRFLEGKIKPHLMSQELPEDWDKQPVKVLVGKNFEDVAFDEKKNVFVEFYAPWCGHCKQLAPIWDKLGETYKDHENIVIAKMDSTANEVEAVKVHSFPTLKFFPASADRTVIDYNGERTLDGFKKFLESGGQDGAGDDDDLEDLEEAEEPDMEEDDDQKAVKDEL
# HIF-2a inh: inhibitors of HIF-2a. 360,000 compounds, 0.72% hits. inhibition, % at 18.8 µM. 786-0 RCC cells HIF-2a reporter, luciferase luminescence, overnight;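 active = inhibition of the luminescence signal of 40% or more relative to plate controls, in a single-dose primary screen at 18.75 µM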
# m5-HT2A agonist: mouse HTR2A agonism via beta-arrestin recruitment; 360,000 compounds, 0.66% hits; activation, % at 7.6 µM; P35363; CHO-K1 mHTR2A beta-arrestin complementation, luminescence; percent of 30 µM serotonin response;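 active = activation above a run cutoff, the mean activation of all tested compounds plus 3 SD, cut at about 14% in these data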;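 note: 0% = plate median of compound wells and 100% = 30 µM serotonin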
# Target sequence (P35363 whole entry, looked up): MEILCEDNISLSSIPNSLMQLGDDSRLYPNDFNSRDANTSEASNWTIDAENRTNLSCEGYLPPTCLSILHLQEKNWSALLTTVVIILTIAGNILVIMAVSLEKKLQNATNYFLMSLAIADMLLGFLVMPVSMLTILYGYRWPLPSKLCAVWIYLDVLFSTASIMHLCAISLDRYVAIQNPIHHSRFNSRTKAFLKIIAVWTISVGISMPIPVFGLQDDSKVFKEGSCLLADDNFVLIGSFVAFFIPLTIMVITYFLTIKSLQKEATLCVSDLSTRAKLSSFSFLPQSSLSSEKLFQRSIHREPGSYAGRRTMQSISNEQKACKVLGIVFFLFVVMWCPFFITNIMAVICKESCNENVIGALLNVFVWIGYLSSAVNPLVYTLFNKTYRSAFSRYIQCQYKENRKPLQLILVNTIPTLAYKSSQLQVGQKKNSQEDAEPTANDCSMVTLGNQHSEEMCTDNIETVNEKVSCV
# H9c2 protect: myocardial damage modulation in H9c2 cells. protection from H2O2 cell death, % at 20 µM. H9c2 cardiomyocytes, H2O2 injury protection, ATPLite, 2 h. 360,000 compounds, 0.63% hits;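 active = compounds giving at least 50% protection of heart cells from peroxide-induced death in the single-dose screen, raw or plate-pattern-corrected value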;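 note: 0% = DMSO wells with peroxide and 100% = DMSO wells without peroxide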
# TRPM1 prom inh: inhibitors of MITF-driven TRPM1 promoter in melanoma cells; SK-MEL-5 TRPM1 promoter luciferase, 24 h; inhibition, % at 12.5 µM; AID 488899; 330,000 compounds, 0.83% hits;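 active = mean inhibition across replicates of 60% or more, whatever share of single replicates reaches that level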; note: values of inactives mirror those of a sister screen read the other way
# * hit, by the source's call; nt = no result given.
SMILES,CaV13 FRET inh,Peg3 promoter,NR2E3 ag-1,NR2E3 ag-2,hiPSC survival,Shn3 3UTR inh,PDI inh,HIF-2a inh,m5-HT2A agonist,H9c2 protect,TRPM1 prom inh
CCCn1c(=O)c(C(=O)NCc2ccccc2OC)c(O)c2ccccc21,-21,3,-26,-2,-0.7,6,-9,16,4,13,-6
COc1cc(C(=S)N2CCOCC2)ccc1OC(=O)c1cc([N+](=O)[O-])c(C)c([N+](=O)[O-])c1,-15,8,-28,2,0.4,-10,-1,0,0,0,-23
COC(=O)[C@@H](NC(=O)Nc1cc(Cl)ccc1C)C(C)C,-4,17,5,2,-0.1,-11,5,17,1,-2,11
COc1cc2c(cc1OC)C(C)N(C(=O)C1COc3ccccc3O1)CC2 (stereo not given),0,18,-1,2,-2.1,-6,3,31,-4,3,18
CC(C)(C)n1nc2c(c1NC(=O)c1cccc(C(F)(F)F)c1)CS(=O)C2 (stereo not given),nt,7,-6,-4,3.2,17,-5,27,1,-2,11
O=S(=O)(NCC1CCCO1)c1ccc(-c2ccc(S(=O)(=O)NCC3CCCO3)cc2)cc1 (stereo not given),4,26,67,3,0.1,79,-5,22,0,-24,23
O=C(NCCCN1CCCC1=O)c1cc2nc(-c3ccco3)cc(C(F)(F)F)n2n1,-2,19,-5,22*,-0.4,74,-1,4,6,-7,-1
CCOc1ccc(OCCC(=O)OCC(=O)NCCc2ccc(S(N)(=O)=O)cc2)cc1,-2,-6,8,5,0.9,-12,4,9,3,-6,-2
COc1cc(OC)c(C(=O)NCc2ccco2)cc1OC,-7,-6,10,0,-0.4,-68,-1,15,12,4,3
Cc1ccc(S(=O)(=O)N(CC(=O)N2CCN(c3ccccc3F)CC2)C2CCCCC2)cc1,-4,10,-6,-2,-1.7,24,0,15,-2,-4,1
CCC(=Cc1ccccc1OC)c1ccncc1,-7,8,4,nt,-0.8,-2,-6,2,0,-4,1
CCOC(=O)C1=CNS(=O)(=O)NC1c1ccc(C(F)(F)F)cc1 (stereo not given),-9,-7,-1,nt,-0.1,1,8,0,4,3,-3
Cc1cc(C)cc(OCC(=O)Nc2nc3ccc([N+](=O)[O-])cc3s2)c1,nt,1,14,3,-1.6,6,3,-10,5,-11,-10
CN1CCCC(OC(=O)/C(C#N)=C/c2ccccc2)C1 (stereo not given),3,14,-5,-2,0.1,-13,3,21,-3,4,1
CSc1nc(C)cc(Oc2ccc(OCCOc3ccccc3)nn2)n1,-9,3,3,0,-0.7,-10,-15,5,3,-4,-8
Cc1cc(-c2ccc(Cl)cc2)oc(=O)c1NC(=O)c1ccccc1,0,-21,-48,0,1.7,-25,7,-29,1,-12,-19
CCOc1ccc(OCCC(=O)OCC(=O)N2CCN(S(=O)(=O)c3ccc(C)cc3C)CC2)cc1,-5,1,-27,nt,-0.1,1,5,-5,-5,-1,3
Cc1ccc(CSc2ccc(-c3cccs3)nn2)cc1,-6,-298,-113,-3,-1.0,-67,18,-238,-4,-7,-106
COc1cc(C(=O)NCC(c2ccco2)N2CCc3ccccc3C2)cc(OC)c1OC (stereo not given),-6,12,-16,-1,-0.5,13,1,11,-4,0,2
COC(=O)C1=C(C)N=C2SC(C)C(=O)N2C1c1ccc(C(=O)OC)cc1 (stereo not given),-5,9,-19,-2,-1.5,4,2,20,1,6,-2
CCCc1c(O)nc(SCCN(CC)CC)n(C(=O)c2ccccc2)c1=O,-5,37,1,-5,-0.6,3,26,1,-5,-8,2
CCOc1ccc(C2Nc3ccccc3C(CC)(CC)O2)cc1 (stereo not given),-6,3,6,2,-3.5,16,-6,11,-4,-5,-5
CN(CC(=O)Nc1ccccc1Br)C(=O)c1cccc([N+](=O)[O-])c1,-4,13,16,3,0.1,-21,-57,7,12,4,-8
Cc1[nH]nc(NCCO)c1[N+](=O)[O-],5,0,-8,-9,0.8,-4,-3,18,3,5,-13
Cc1cccc(-n2c(N)c(-c3nc4ccccc4n3C)c3nc4ccccc4nc32)c1,-21,19,46,3,0.7,-9,5,-3,1,2,-4

# Molecules above containing fluorine:
SMILES,CaV13 FRET inh,Peg3 promoter,NR2E3 ag-1,NR2E3 ag-2,hiPSC survival,Shn3 3UTR inh,PDI inh,HIF-2a inh,m5-HT2A agonist,H9c2 protect,TRPM1 prom inh
CC(C)(C)n1nc2c(c1NC(=O)c1cccc(C(F)(F)F)c1)CS(=O)C2 (stereo not given),nt,7,-6,-4,3.2,17,-5,27,1,-2,11
O=C(NCCCN1CCCC1=O)c1cc2nc(-c3ccco3)cc(C(F)(F)F)n2n1,-2,19,-5,22*,-0.4,74,-1,4,6,-7,-1
Cc1ccc(S(=O)(=O)N(CC(=O)N2CCN(c3ccccc3F)CC2)C2CCCCC2)cc1,-4,10,-6,-2,-1.7,24,0,15,-2,-4,1
CCOC(=O)C1=CNS(=O)(=O)NC1c1ccc(C(F)(F)F)cc1 (stereo not given),-9,-7,-1,nt,-0.1,1,8,0,4,3,-3

# Continued:
SMILES,CaV13 FRET inh,Peg3 promoter,NR2E3 ag-1,NR2E3 ag-2,hiPSC survival,Shn3 3UTR inh,PDI inh,HIF-2a inh,m5-HT2A agonist,H9c2 protect,TRPM1 prom inh
O=C1CCN(S(=O)(=O)c2cccs2)c2ccc(C(F)(F)F)cc2N1,1,6,-23,-1,0.4,3,-3,9,1,10,0
CCOc1ccc(N=Nc2ccc(O)c3ncccc23)cc1,-1,22,-9,nt,-0.8,90*,-8,7,6,27,70*
NC(Cc1ccccc1)C(O)(c1ccccc1)c1ccccc1 (stereo not given),-2,12,-9,1,-0.3,15,3,17,2,3,-3
CC1Cc2ccccc2N1S(=O)(=O)c1ccc2c(c1)n(C)c(=O)c(=O)n2C (stereo not given),-4,18,-6,0,0.8,29,-4,24,-1,6,1
CN(C)S(=O)(=O)Nc1ccc(Oc2ccccc2)cc1,-7,-10,-12,-2,-0.3,-1,0,-9,-2,-3,12
O=C(CCN1C(=O)c2ccccc2C1=O)c1cnc[nH]1,-11,4,13,nt,0.2,1,nt,3,5,-2,nt
Cc1cc(C)n(/N=C/c2ccc(C(C)C)cc2)c(=O)c1C#N,-3,-19,4,-2,3.0,-70,-7,-61,1,2,1
Cc1ccc(NC(=O)CNCC2CCCCC2)cc1S(=O)(=O)N(C)C,-2,-6,-9,-3,0.5,1,1,-9,-6,6,-7
O=C(Cc1ccc(Cl)cc1)N1CCOCC1,-4,9,14,5,0.5,-14,-4,6,1,16,1
COc1ccc(Cl)cc1NC(=O)CN(C)CC(=O)NC(C)c1ccccc1 (stereo not given),-5,17,-4,-5,0.8,11,9,12,-5,-3,5
CCOc1ccc(N2CC(C(=O)Nc3c(C)n(C)n(-c4ccccc4)c3=O)CC2=O)cc1 (stereo not given),-6,-24,-16,-2,-0.6,32,2,17,1,-5,8
COCCCn1c(=O)cc(C)[nH]c1=S,-15,12,12,-2,-0.4,2,-1,20,7,2,5
CSc1nsc(SCC(=O)Nc2cc(C(=O)O)ccc2C)n1,-2,4,13,1,-0.2,-4,6,24,16*,-9,2
N#CCc1c(C#N)c(N)nc(N2CCCC(O)C2)c1C#N (stereo not given),-5,-4,5,-1,1.1,-4,2,11,2,11,0
O=C(NCc1ccncc1)c1ccc(Br)o1,-7,9,4,2,-1.4,-1,2,-3,3,-1,7
CCOC(=O)C1CC(=O)c2cc(OC)c(OC)cc2C1 (stereo not given),-20,24,-8,3,0.8,14,12,4,2,10,-2
COc1cccc(C(=O)N2CCC(CCC(=O)Nc3cccc(C)c3)CC2)c1,-6,-1,19,0,-0.1,5,0,-11,-6,2,17
COc1cc2c(cc1NC(=O)c1ccc(C)c([N+](=O)[O-])c1)oc1ccccc12,-17,25,-30,-2,-1.7,-26,-13,6,4,-11,-15
COC(=O)CSc1cc(SCC(=O)OC)c(C#N)c(SCC(=O)OC)c1,nt,2,-1,-28,-1.9,-10,16,-10,6,0,-3
NC(=O)c1cc2ccccc2o/c1=N\NC(=O)c1ccncc1,-2,9,-39,0,-0.1,-9,-2,9,-2,0,8
Cc1occc1-c1nnc(SCC(=O)Nc2nccs2)n1Cc1ccco1,-4,15,-26,0,-1.6,11,3,20,-1,14,13
CCc1nc2ccc(C(=O)NCCCN3CCCC3=O)cn2c1N(CC)CCN(C)C,-7,-5,-1,nt,-0.2,-4,-1,1,0,-7,nt
COc1ccc(CCNC(=O)Cn2nnc(-c3ccc(OC)c(OC)c3)n2)cc1OC,3,13,-7,-1,-0.7,3,9,19,-2,2,-1
CC(C)[C@H](NC(=O)c1ccc(Cl)cc1Cl)C(=O)OCc1nc2ccsc2c(=O)[nH]1,-2,-8,2,nt,1.3,7,2,8,-3,18,-7
CC1=C(/C=N/Nc2ccc([N+](=O)[O-])cc2[N+](=O)[O-])C(C)(C)CCC1,-8,-1,-5,2,-0.2,-9,0,16,6,-4,-4
Oc1ccc(Nc2nc(-c3ccc(O)cc3)cs2)cc1,-4,-281,-25,2,-1.7,-60,3,-450,-4,-4,-17
COc1cc(C(=O)OCC(=O)NCc2ccco2)cc(OC)c1OC,-7,5,3,3,1.7,-9,-4,6,3,-5,15

# Single records, as listed above. Order of values: CaV13 FRET inh | Peg3 promoter | NR2E3 ag-1 | NR2E3 ag-2 | hiPSC survival | Shn3 3UTR inh | PDI inh | HIF-2a inh | m5-HT2A agonist | H9c2 protect | TRPM1 prom inh
# Entry for Cc1occc1-c1nnc(SCC(=O)Nc2nccs2)n1Cc1ccco1 : -4 | 15 | -26 | 0 | -1.6 | 11 | 3 | 20 | -1 | 14 | 13
# Entry for COc1cc(C(=O)OCC(=O)NCc2ccco2)cc(OC)c1OC : -7 | 5 | 3 | 3 | 1.7 | -9 | -4 | 6 | 3 | -5 | 15
# Entry for CCc1nc2ccc(C(=O)NCCCN3CCCC3=O)cn2c1N(CC)CCN(C)C : -7 | -5 | -1 | nt | -0.2 | -4 | -1 | 1 | 0 | -7 | nt
# Entry for COc1cccc(C(=O)N2CCC(CCC(=O)Nc3cccc(C)c3)CC2)c1 : -6 | -1 | 19 | 0 | -0.1 | 5 | 0 | -11 | -6 | 2 | 17

# Some entries already given, reduced to m5-HT2A agonist, NR2E3 ag-1 and PDI inh:
structure	m5-HT2A agonist	NR2E3 ag-1	PDI inh
CCOc1ccc(N2CC(C(=O)Nc3c(C)n(C)n(-c4ccccc4)c3=O)CC2=O)cc1 (stereo not given)	1	-16	2
COCCCn1c(=O)cc(C)[nH]c1=S	7	12	-1
